sdo1 growth – restores growth of sdo1-depleted yeast; S. cerevisiae sdo1-depleted JHY4D growth rescue, OD600 30 h; stronger effect = higher value; pdr5 snq2 efflux-pump mutant strain; z-score at 10 µM; actives 0.21% (n = 140,000); AID 817;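 active means z-score above 3 at both the 24 hr and the 30 hr optical density reads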;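 further: z-score against mean and SD of all compound wells on the same plate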
Insulin prom inh – TRM-6 insulin promoter activity inhibition | TRM-6 cells (human fetal islet line), insulin promoter-eGFP reporter, imaging; reporter expression induced with tamoxifen | inhibition, % at 2 µM | actives 0.9% (n = 130,000);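 active means inhibition above the mean plus 3 SD, with well images judged a real hit on visual review, cut at about 60% in these data, passing the limit was not always enough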
sdo1 growth Rescue 24 h – also measured in sdo1 growth; calls as there; z-score; S. cerevisiae sdo1-depleted JHY4D growth rescue, OD600; measured here: growth rescue at 24 h;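 0 is the plate mean of compound wells and units are plate SD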
The depositor's hits bear a star; · = no result given; & = joins results of further samples; [ ] = remark or other dose.

SMILES	sdo1 growth	sdo1 growth Rescue 24 h	Insulin prom inh
Cc1ccc2c(C(=O)CN3CCC4(CC3)OCCO4)c(C)[nH]c2c1	0.17	-0.69	-47
Cc1cc(C(=O)N/N=C/c2sc(N3CCOCC3)nc2-c2ccccc2)c(C)o1	·	·	29
Cc1ccc(-c2csc3n[nH]c(=S)n23)cc1	-0.67	-0.56	·
O=C(CNC(=O)c1cccs1)NCC(=O)OCc1ccccc1Cl	0.06	0.44	·
O=C(O)CCC(=O)Nc1cccc(-c2csc(-c3ccccc3)n2)c1	·	·	36
CNc1oc(-c2cccs2)nc1C#N	0.04	-0.24	·
CCOC(=O)c1sc2nc(CC(=O)OC)nc(NCc3ccc(Cl)cc3)c2c1C	-0.4	1.6	0
Cn1ccs/c1=N\S(=O)(=O)c1ccc(F)cc1	2.7	2.4	21
O=C(COC(=O)c1cc([N+](=O)[O-])ccc1NCCO)c1ccccc1	0.57	-0.3	12
Brc1cccc(-c2nc(-c3ccncc3)no2)c1	-1.6	-0.52	6
COCCNC(=O)C(=O)NNS(=O)(=O)c1ccc2ccccc2c1	·	·	33
CCOC(=O)C1CCCN(C(=O)c2cc3c(-c4cccc(OC)c4)nn(C)c3s2)C1 (stereo not given)	-1	-0.35	-35
O=C(CCCCn1c(=O)c2ccccc2n(CC(=O)NC2CCCC2)c1=O)NCc1ccco1	2.3	3.1	·
CCOC(=O)C1CCN(Cc2ccc(O)c(OC)c2)CC1	1.4	2	·
C=CCn1c(SCc2c(C(=O)OC)sc(N)c2C(=O)OC)nnc1-c1ccc(Cl)cc1	-0.66	-0.15	0
CN1C(=O)C2(C(C#N)=C(N)N(c3cc(Cl)cc(Cl)c3)C3=C2C(=O)CC(C)(C)C3)c2ccccc21 (stereo not given)	-0.12	-0.52	8
OCCN(Cc1ccccc1)Cc1ccc(Cl)cc1Cl	-0.76	-0.34	24
CCOC(=O)c1[nH]c2ccccc2c1NC(=S)Nc1cccc(C)c1C	-0.82	-1.2	52
CCOC(=O)c1cc(-c2ccccc2)n(CCC(=O)NC(C)CC)c1C (stereo not given)	-1.1	-1.2	-16
COc1ccc(-n2c(-c3ccc(Br)cc3)c[n+]3c2SC(C)C3)cc1 (stereo not given)	·	·	-33

Grouped by structure, the entries above with a cyano group.
SMILES	sdo1 growth	sdo1 growth Rescue 24 h	Insulin prom inh
CNc1oc(-c2cccs2)nc1C#N	0.04	-0.24	·
CN1C(=O)C2(C(C#N)=C(N)N(c3cc(Cl)cc(Cl)c3)C3=C2C(=O)CC(C)(C)C3)c2ccccc21 (stereo not given)	-0.12	-0.52	8

Remaining list, next part
SMILES	sdo1 growth	sdo1 growth Rescue 24 h	Insulin prom inh
CS(=O)(=O)Nc1ccc(S(=O)(=O)N2CCOCC2)cc1	0.88	0.17	18
CCCOc1ccc(C2(C(=O)O)CCCC2)cc1	-0.02	-0.14	22
Nc1nonc1C(=O)N/N=C/c1cccc([N+](=O)[O-])c1	0.11	0.13	-11
COC(=O)C(C)Oc1ccc(=O)[nH]n1 (stereo not given)	0.71	0.71	59
Cc1cc(C)n(-c2ccc(C(=O)OCc3ccccc3)cc2)n1	-0.98	-0.79	9
O=C(O)CCCNC(=O)C(c1ccccc1)c1ccccc1	0.57&0.6	0.27&-0.88	21&28
O=C(NCc1nnc(SCc2ccc(F)cc2)n1-c1ccc(F)cc1)C12CC3CC(CC(C3)C1)C2	-0.03	-0.46	·
N#CCSc1nc2scc(-c3cccs3)c2c(=O)n1CCc1ccccc1	-1.1	-0.14	·
CCOc1ccc(C(N)=O)cc1OC	-0.36	-0.69	50
COc1ccc(N(Cc2ccccc2)C(=O)c2ccccc2[N+](=O)[O-])cc1	-2	-1.8	-7
c1cncc(-c2nc3ccccn3c2Nc2ccc3c(c2)OCCO3)c1	-0.26	-0.63	·
CCN(CC)S(=O)(=O)c1ccc(N2CCOCC2)c(NC(=O)c2c3c(nc4ccccc24)CCC3)c1	0.37	0.99	·
COc1cc2c(cc1NC(=O)CSc1cccc[n+]1[O-])oc1ccccc12	0.93	1.2	0
Cc1ccc(CNC(=O)CCn2nc(-c3ccc(Cl)cc3)ccc2=O)cc1	-0.46	-1	6
Cc1cn2c(-c3ccncc3)nnc2s1	0.68	0.88	·
Cc1cc(C(=O)OCC(=O)Nc2ccccc2[N+](=O)[O-])c2ccccc2n1	-0.63	-0.78	-13
CCCCc1nnc(SCc2ccc(OCC)cc2)n1N	0.94	1.3	·
COCCn1c(SCC(=O)Nc2ccc(C)cc2C)nc2c(oc3ccccc32)c1=O	0.3	0.11	-7
Cn1cc(CCNC(=O)CC2C(=O)NCCN2Cc2cccc(Oc3ccccc3)c2)cn1 (stereo not given)	·	·	-45
COC(=O)c1c(NC(NC(C)=O)C(Cl)(Cl)Cl)sc2c1CCCC2 (stereo not given)	-1.3	-0.68	-46

In a second layout: 6 of the compounds above.
sdo1 growth	sdo1 growth Rescue 24 h	Insulin prom inh	Molecule
0.11	0.13	-11	Nc1nonc1C(=O)N/N=C/c1cccc([N+](=O)[O-])c1
-0.36	-0.69	50	CCOc1ccc(C(N)=O)cc1OC
0.93	1.2	0	COc1cc2c(cc1NC(=O)CSc1cccc[n+]1[O-])oc1ccccc12
0.3	0.11	-7	COCCn1c(SCC(=O)Nc2ccc(C)cc2C)nc2c(oc3ccccc32)c1=O
0.71	0.71	59	COC(=O)C(C)Oc1ccc(=O)[nH]n1 (stereo not given)
0.57&0.6	0.27&-0.88	21&28	O=C(O)CCCNC(=O)C(c1ccccc1)c1ccccc1

Next records follow:
SMILES	sdo1 growth	sdo1 growth Rescue 24 h	Insulin prom inh
CCc1ccc(OCC(=O)NC(NC(=S)Nc2ccccc2OC)C(Cl)(Cl)Cl)cc1 (stereo not given)	-0.98	-0.4	·
c1ccc2c(C3=NNC(=NC4CCCCC4)SC3)c[nH]c2c1	0.28	-0.75	-4
Nc1nncn1C(=O)c1ccccc1Cl	0.01	-0.22	-25
COc1cccc(C(=O)Nc2ccc(S(=O)(=O)Nc3nccc(C)n3)cc2)c1	1	-0.63	44
CCCCc1ccc(NC(=O)OC)cc1	2	1.9	-42
O=C1c2oc3ccccc3c(=O)c2C(c2cccc(O)c2)N1CCCN1CCOCC1 (stereo not given)	1	0.52	·
COc1ccc(C(=O)NCc2nc3ccccc3[nH]2)cc1OC	1.7	1.1	·
CCC(=O)Nc1ccc(OCc2nc3ccccc3s2)cc1	·	·	9
COc1ccccc1N1CCN(C(=S)Nc2ccc3nc(N4CCOCC4)cc(C)c3c2)CC1	·	·	9
CCn1cc(C(=O)N2CCc3ccccc3C2)c(=O)c2cc(S(=O)(=O)N3CCCCC3)ccc21	1.9	1.5	33
NC(=O)c1sc2nc3c(c(-c4ccco4)c2c1N)CCC3	-1.1	-0.88	71
Cc1ccc(S(=O)(=O)N2CCC(=O)N2)cc1	-0.2	-0.52	20
O=c1c(-c2ccnn2-c2ccc(F)cc2)cnc2n1CCS2	0.66	0.32	-25
COc1ccccc1Cc1nc(-c2ccncc2)no1	·	·	-91
CC1=CC(C)(C)N2C(=O)C3(N=C(N)NC(Nc4ccccc4)=N3)c3cc(C)cc1c32 (stereo not given)	0.61	0.08	-481
N#Cc1c(-c2ccccc2)nc(SCC(=O)Nc2ccccc2F)[nH]c1=O	0.16	-0.18	-31
COc1cc(CNc2ccc(C)c(C)c2)cc(OC)c1OC	0.35	0.37	9
O=C(/C=C/c1ccco1)Nc1ccccc1C(=O)O	·	·	16
COc1ccc(-c2nnc(SCC(=O)N(Cc3ccccc3)C(C)(C)C)o2)cc1OC	-0.55	0.33	·
Cc1ccc(NC(=O)c2ccc(OCC3CCCO3)cc2)cc1 (stereo not given)	0.85	0.5	40
O=C(/C=C/Nc1ccc([N+](=O)[O-])cc1)c1ccc(Br)cc1	0.35	1.2	-35
Cc1cccc(C)c1NC(=O)COC(=O)c1c2c(nc3ccccc13)/C(=C\c1ccc3c(c1)OCO3)CCC2	-1	-0.61	18
CCCCCCCNC(=O)COc1ccc2c(c1)C(=O)CC(C)(C)O2	-1.9	-1.9	10
CC1(C)Cc2c(sc(/N=C/N3CCOCC3)c2C#N)C(C)(C)N1	1.3	-0.18	-80
Cc1ccc(-n2nc3ccc(NC(=O)c4ccco4)cc3n2)cc1	-0.6	1.1	4
O=C(CN1CCN(S(=O)(=O)c2ccc(Br)cc2)CC1)Nc1ccc2c(c1)OCCO2	-0.7	-0.61	-204
Cc1ccc(C)c(NC(=O)CSc2nc3c(oc4ccccc43)c(=O)n2-c2ccccc2)c1	-0.56	-0.71	·
CCOC(=O)Cc1csc(NC(=O)CSc2nnc3ccccn23)n1	·	·	-9
CCCn1ncc([C@@H]2C[C@H]3CN(Cc4cccc(Cl)c4)C(=O)[C@]34CCCN24)c1C	·	·	-133
COc1ccccc1NC(=O)Nc1cccc(C(=O)O)c1	·	·	-69
Cn1nc(-c2ccccc2)c2cc(C(=O)O)sc21	·	·	21
CCCCCN1CC(O)=C(c2nc3ccccc3[nH]2)C1=N	·	·	45
O=c1c2ccccc2nc2ccc(NCc3ccco3)nn12	0.76	0.27	-14
CCN1C(=O)c2cccc3c(S(=O)(=O)NCc4cccnc4)ccc1c23	0.17	0.15	-20
O=C(O)c1ccc(CS(=O)(=O)c2cccc(C(F)(F)F)c2)o1	0.56[9.2 µM]	-0.41	·
CSc1nnc(COc2ccc(C)cc2)n1N	1.2	1.4	69
CCCCN(C)C/C(O)=C(\C#N)c1nc(-c2ccccc2)cs1	0.66	0.14	-39
Cc1ccc(-c2nnc(CSc3nnc(COc4ccccc4)n3-c3ccc(C)cc3)o2)cc1	-1.4	-0.67	-29
Cc1cccc(-c2cc3nc4c(c(NCc5ccco5)n3n2)CCCC4)c1	-1.1	0.6	·
O=C(C[n+]1ccc(C(=O)NCc2ccccc2)cc1)c1ccc2c(c1)OCCO2	·	·	13
Cc1ccc(NCCC#N)cc1C	2.9	1.3	4
CCCCNc1nc2ccccc2n1CC(=O)Nc1c(C)cccc1CC	1.5	0.54	-47
N#C/C(=C/c1ccc(Br)o1)C(N)=O	-0.35	-1.1	-300
CCN1CCN(CC(=O)Nc2ccc(Cl)c(Cl)c2)C(=O)C1=O	0.03	-0.54	·
CC(=O)c1cccc(NC(=O)CSC(=O)c2ccccc2)c1	1.1	1.4	·
FC(F)(F)c1cnc(Sc2nnc(-c3cccs3)n2CC2CCCO2)c(Cl)c1 (stereo not given)	-1.2	-1.2	8
COc1cc(OC)cc(C(=O)NCC(=O)OCC(=O)c2ccc3c(c2)-c2ccccc2C3)c1	-0.67	-0.74	·
CCOC(=O)c1sc(NC(=O)CN(CC)CC)c(C(=O)OCC)c1C	-0.14	0.32	42
Cc1cccn2c(=O)c3cc(C#N)c(=N)n(CCN4CCOCC4)c3nc12	0.44	0.28	11
Cc1csc2nc(CNS(=O)(=O)c3cccnc3)cn12	·	·	-86
CC1(C)CC(=O)C(C=NCC2CCNCC2)=C(O)C1	0.01	-0.45	42
O=[N+]([O-])CC(=Nc1ccc(Cl)cc1)N/N=C\c1oc(O)c2ccccc12	-0.17	-0.72	33
CCC1Oc2ccc(C)cc2N(CC(=O)N(Cc2ccc(C)o2)C2CC(C)(C)NC(C)(C)C2)C1=O (stereo not given)	1.3	1.6	-281
Cc1cc(Nc2ccccc2)n(-c2ccc(Br)cc2)n1	0.34	0.98	26
COC(=O)c1ccc(CSc2nnc(-c3ccc4c(c3)OCO4)n2-c2ccccc2)o1	-0.33	-0.84	-33
C=CCN1C(=O)/C(=C/c2ccc(N(C)C)cc2)S/C1=N\c1nnc(CC)s1	-0.22	0.18	-163
COc1cccc(/C=N/Nc2nn3cnnc3c3ccccc23)c1	0.41	0.16	8
COCCCn1c(SCC(=O)N2CCc3ccccc32)nnc1-c1ccoc1C	·	·	-25
O=C(NCCN1CCN(c2ccccc2)CC1)c1cccn2c(=O)c3ccccc3nc12	-0.03	0.57	-29
Cc1ccc(NC(=O)CSCC(=O)N2CCOCC2)cc1	0.36	-0.17	-418

A section of the results above, as a working copy:
SMILES	sdo1 growth	sdo1 growth Rescue 24 h	Insulin prom inh
COc1cccc(/C=N/Nc2nn3cnnc3c3ccccc23)c1	0.41	0.16	8
COCCCn1c(SCC(=O)N2CCc3ccccc32)nnc1-c1ccoc1C	·	·	-25
O=C(NCCN1CCN(c2ccccc2)CC1)c1cccn2c(=O)c3ccccc3nc12	-0.03	0.57	-29
Cc1ccc(NC(=O)CSCC(=O)N2CCOCC2)cc1	0.36	-0.17	-418

Remaining list, next part:
SMILES	sdo1 growth	sdo1 growth Rescue 24 h	Insulin prom inh
Cc1ccc(-c2cnn(-c3cccc(C(F)(F)F)c3)c2N)cc1	-0.06	0.85	·
CCOc1ccc(C(CC(=O)O)NS(=O)(=O)c2ccc(C)cc2)cc1OC (stereo not given)	0.31	-0.89	28
CN(C)S(=O)(=O)c1cccc(NC(=O)COC(=O)/C=C/c2ccco2)c1	0.87	0.18	·
CCOC(=O)c1sc(NC(=O)c2cc(S(=O)(=O)N3CCOCC3)ccc2C)nc1C	-0.19	1.1	-40
COC(=O)c1sccc1NC(=O)C1C2C=CC(O2)C1C(=O)O (stereo not given)	0.27	-0.26	56
C#CCNc1nc(C)nc2c1nnn2Cc1ccccc1F	0.39	0.17	·
CN1CCN(C(=O)C2CCC(CNS(=O)(=O)c3cccc4cccnc34)CC2)CC1 (stereo not given)	-0.55	-1.1	·
CCCN(CCC)CCNC(=O)C1c2ccccc2C(=O)N(CCOC)C1c1ccc(F)cc1 (stereo not given)	0.5	-0.22	-53

This is a subset (hit frequency here may not be typical).
